# HSP90 inh = HSP90 refolding inhibition in rabbit reticulocyte lysate. inhibition, % at 5.6 µM. 290,000 tested, 0.91% active. luciferase refolding luminescence, 3 h;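 active means inhibition above the screen-wide mean plus 3 SD, computed separately per campaign, cut at about 16% in these data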;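 further: 0% = DMSO wells and 100% = 60 µM geldanamycin wells; inhibitors lower the luminescence because luciferase stays unfolded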
# Platelet DG rel = platelet dense granule release activity; human platelet-rich plasma, SFLLRN dense granule ATP release, luminescence; inhibition, %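 (compounds screened at 7.5 µM in platelet-rich plasma)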; 300,000 tested, 0.22% active;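 active means mean replicate score, as percent of positive control, at or above 50; inconclusive means mean below 50 but at least one replicate at or above 50; inactive means mean and every replicate below 50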
# HDAC3 inhib = human HDAC3 inhibition; O15379; recombinant HDAC3, fluorogenic peptide/trypsin coupled, fluorescence; inhibition, % at 8.3 µM; 320,000 tested, 0.15% active; AID 2718; in the data active means inhibition above about 26%, passing the limit was not always enough; inconclusive means no clear call, values can overlap the other calls
# Target sequence (O15379 whole entry, looked up): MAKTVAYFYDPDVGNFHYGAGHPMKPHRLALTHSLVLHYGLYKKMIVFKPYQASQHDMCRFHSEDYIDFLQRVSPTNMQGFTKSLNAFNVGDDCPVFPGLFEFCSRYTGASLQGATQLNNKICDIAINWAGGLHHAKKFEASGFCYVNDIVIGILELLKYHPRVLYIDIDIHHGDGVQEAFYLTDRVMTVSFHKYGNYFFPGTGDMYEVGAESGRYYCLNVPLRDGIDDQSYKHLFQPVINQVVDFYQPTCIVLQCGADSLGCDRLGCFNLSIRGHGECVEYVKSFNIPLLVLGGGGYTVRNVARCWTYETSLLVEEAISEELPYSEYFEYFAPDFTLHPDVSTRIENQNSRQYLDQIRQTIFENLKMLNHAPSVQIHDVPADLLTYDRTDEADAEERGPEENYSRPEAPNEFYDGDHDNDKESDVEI
# HIF activator = HIF pathway transcriptional activation. U2OS HRE-luciferase reporter, luminescence; normalized: DMSO 0%, desferrioxamine 100%. activation, % at 7.5 µM (by protocol). 300,000 tested, 0.32% active. AID 1910;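 active means mean activation of at least 10% of the iron chelator positive control signal, with at least half of replicates also reaching 10%; inconclusive means mean and replicate majority disagree about reaching 10%; inactive means mean and most replicates under 10%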
# HSF1 activator = increases HSF-1 driven luciferase reporter signal. NIH3T3-HGL HSF-1 luciferase reporter, MG132, 8 h; 100% = twice DMSO control signal. activation, % at 9 µM. 300,000 tested, 1.7% active;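 active means mean replicate activation of at least 50% with a set share of replicates each reaching 50%; inconclusive means only one of those two conditions met; inactive means mean below 50% and too few replicates reaching it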;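 further: 0% = median of the neutral control wells and 100% = twice that signal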
# IEC-6 tox = counter-screen for KLF5 inhibitors: cytotoxicity in IEC-6 cells. IEC-6 cytotoxicity, luminescence viability. 290,000 tested, 0.78% active. inhibition, % at 5 µM; in the data active means inhibition above about 22%;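 further: 0% = plate median of test compound wells and 100% = cytotoxic reference compound wells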
# KLF5 inhibitor = inhibitors of KLF5 expression; DLD-1 KLF5 promoter-luciferase reporter, luminescence; inhibition, % at 5 µM; 290,000 tested, 0.23% active; AID 1700;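 active means inhibition above a per-plate limit of that plate's mean compound inhibition plus 3 SD, cut at about 60% in these data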;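 further: 0% = DMSO wells and 100% = LY294002 at 200 µM; higher means less KLF5 promoter-driven luciferase light; inactives centre near -14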
# HSF1 inhib = HSF1 inhibition; AID 2098; 300,000 tested, 0.77% active; NIH3T3-HGL HSE-luciferase, MG132-induced, luminescence 8 h; active compounds read low; activity change, negative = inhibition, % at 7.5 µM (by protocol);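 active means more than half of replicate wells show activity change below -50%, luminescence cut by over half; inconclusive means some wells, but at most half, below -50%; inactive means no replicate well below -50%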;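 further: luciferase reports HSF-1 transcriptional activity via heat shock element; 0% = median of DMSO wells and -100% = zero luminescence signal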
# AI-2 QS mod = Vibrio harveyi AI-2 quorum sensing modulation | Vibrio harveyi JMH597 AI-2 luminescence/OD600 ratio, 9 h; active compounds read low; strain lacks LuxN and CqsS sensors; 0 = neutral-control median | activity change, % at 7.5 µM | 300,000 tested, 0.4% active | AID 2094; in the data active means activity change below about -75%, passing the limit was not always enough; inconclusive means no clear call, values can overlap the other calls;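 further: luminescence divided by OD600 gain over 9 h not by final OD600 alone; inactives centre near 13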
# aSyn UTR inh = MLPCN primary screen, SNCA 5' untranslated region | AID 1813 | alpha-synuclein 5'UTR reporter, inhibitor activity | 300,000 tested, 0.82% active | inhibition, % (tested at 7.5 µM); in the data active means inhibition above about 60%; inconclusive means no clear call, values can overlap the other calls;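 further: H4 neuroglioblastoma cells stably carrying SNCA 5'UTR luciferase fusion; 0% = DMSO wells and 100% = positive control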
# Active calls of the source: *; ? = inconclusive; . = no result given. Rows are unselected. Share with any hit: about 5%.
compound,KLF5 inhibitor,Platelet DG rel,HSF1 activator,HIF activator,IEC-6 tox,aSyn UTR inh,AI-2 QS mod,HSF1 inhib,HSP90 inh,HDAC3 inhib
CCC1(C)NC(=O)N(CC(=O)Nc2sc3c(c2C(=O)OC)CCCCC3)C1=O (stereo not drawn),-20,8,.,-0.1,-5,26,4,.,2,4
CCn1c(SCC(=O)NCc2cccs2)nc2c1c(=O)n(C)c(=O)n2C,-17,1,-5,0.0,5,9,23,-1,4,11
COC(=O)c1sccc1OCc1cccc(OC)c1,-12,9,12,-0.3,-4,-7,35,3,-3,-5
Cc1cc(C)c(OCC(=O)OCC(=O)NC2CCCCCCC2)c(C)c1,-21,3,-15,0.5,1,1,18,-1,-3,-2
CCOc1ccc(CNC(=S)N/N=C\c2ccc([N+](=O)[O-])cc2)cc1,-15,-2,9,0.7,-2,-6,9,7,5,-2
C=CCn1c2ccccc2c2nnc(SC(CC)C(=O)Nc3sc4c(c3C#N)CCCC4)nc21 (stereo not drawn),-15,2,17,-0.6,-2,5,34,2,1,-7
O=[N+]([O-])c1cc(C(F)(F)F)ccc1NN=C1CCCC1,-22,-10,24,0.4,0,-17,22,-1,0,0
[O-][n+]1onc2c3ccnnc3ccc21,-7,-7,-5,-0.4,-4,-119,7,4,4,4
CCOC1C(=O)NC(=O)N1Cc1ccccc1 (stereo not drawn),-12,-5,-6,0.2,-2,-1,4,-3,0,1
Cc1cc(C)c(S(=O)(=O)c2ccccc2Cl)c(Cl)n1,-15,-3,-14,0.0,5,12,11,-6,5,-4
Cc1ccc(N2CC(=O)N(NC(=O)Nc3ccc(Cl)c(Cl)c3)CC2=O)cc1,14,0,2,0.1,-6,23,2,1,6,4
O=C(OCC(=O)N1CCCc2ccccc21)c1ccc(Cl)nc1,-19,-12,-3,-0.5,-6,12,8,-6,3,-1
CCn1c2ccccc2c2cc(C#N)c(N)nc21,.,-2,-2,0.5,.,45,32,-8,.,-30
CCN(CCCNC(=O)CC(C(=O)N1CCc2ccccc21)n1ccnc1)c1cccc(C)c1 (stereo not drawn),24,12,22,-0.2,2,-18,0,20,-2,1
N#CCCN(C(=O)COC(=O)c1cc(S(=O)(=O)N2CCOCC2)ccc1Cl)c1ccc(F)cc1,.,8,0,0.3,.,-2,34,-3,.,6
CCCCCCc1cc2cc(C(=O)OCC)c(=O)oc2cc1O,-3,-1,-51,0.1,-11,7,11,-39,0,-56
COC(=O)CNC(=O)c1ccccc1[N+](=O)[O-],6,4,4,-0.3,3,14,36,-5,0,4
COc1ccc(NC(=O)c2ccco2)c(OC)c1,-23,12,37,1.0,-5,-128,19,3,-2,-7
CCC(C)c1ccc(NC(=S)NCc2ccccc2OC)cc1 (stereo not drawn),4,-1,16,-0.4,0,5,6,8,-4,.
Cc1ccc(-n2ncc3c(N4CCCC(C)C4)ncnc32)c(C)c1 (stereo not drawn),.,-15,40,3.5,.,-125,19,22,.,0
NS(=O)(=O)c1ccc(NC(=O)c2cc(-c3ccccc3O)n[nH]2)cc1,-71,-12,7,-18,-6,-29,-11,-9,-1,-5
CC(C#N)(Nc1ccc(Cl)cc1)c1cccnc1 (stereo not drawn),4,-3,15,0.5,4,-15,-61,11,-4,0
COC(=O)C1=C(C(=O)OC)[C@@H]2Nc3ccccc3[C@@]23C[C@@H](C(=O)OC)N(C(=O)C2CCC2)C3=N1,.,-2,-11,-1.7,.,14,34,-8,.,1
CCn1c(N2CCN(C(=O)c3ccco3)CC2)nc2ccccc21,-24,5,2,-0.9,1,4,12,1,-5,-2
CCCC(=O)Nc1c(-c2ccccc2)c(=O)c(C)nn1-c1ccc(C)cc1,-6,-2,19,0.3,-4,-9,10,-7,2,2
COc1ccc(S(=O)(=O)CCC(=O)NCCc2cccc(C)c2)cc1,-16,1,-4,-0.1,4,15,2,-2,1,4
N#CCCN(C(=O)COC(=O)c1nc(Cl)ccc1Cl)c1ccccc1,.,1,-11,0.6,.,10,14,-10,.,5
Cc1ccc(S(=O)(=O)Nc2cccc(C(=O)NCC3CCCO3)c2)cc1F (stereo not drawn),.,-6,-1,-0.2,.,12,32,1,.,7
Cn1c(C(O)c2ccc(Br)cc2)nc(Cl)c1Cl (stereo not drawn),7,7,1,-0.6,3,-16,-40,2,1,1
C(#Cc1ccccc1)CN1CCOCC1,-34,0,2,-0.8,-1,-12,46,5,-2,-1
CC1CC(C)(C)CC2(C1)NC(=O)N(CC(=O)NC1CCCc3ccccc31)C2=O (stereo not drawn),-6,-1,7,0.6,-1,2,20,-2,1,-5
O=C(Nc1ccc(F)cc1)C(c1ccccc1)N1CCN(C(=O)c2ccco2)CC1 (stereo not drawn),12,-1,1,0.6,-5,30,9,4,1,3
Cn1c(C(=O)N2CCN(c3ccccc3)CC2)cc2cc(Cl)ccc21,-16,-2,0,-3.6,-2,25,-3,-6,1,0
Nc1nc(COc2ccc(Cl)cc2)cs1,-51,0,27,3.7,-2,-93,-10,16,-3,-6
O=C(CC1(O)C(=O)N(CN2CCOCC2)c2ccccc21)c1ccccc1 (stereo not drawn),7,-1,0,-0.5,3,3,12,-6,5,.
O=C(OCC(=O)N1CCCC1=O)c1nc(Cl)ccc1Cl,.,-2,8,0.2,.,0,19,-1,.,-7
CSCC[C@H](NC(=O)[C@@H]1Cc2ccccc2CN1)C(=O)Nc1ccc2c(c1)OCO2,-2,-10,-8,0.8,-4,-28,24,0,1,1
Nc1cc(C(=O)OCC(=O)N2CCCC2=O)ccc1Cl,.,8,1,1.8,.,-8,5,-2,.,-1
Cc1cc(Cl)ccc1NC(=O)CN1CCN(C(=O)c2ccco2)CC1,7,4,4,-0.4,4,9,4,-1,-1,1
COc1ccccc1C1CC(=O)NC(C)=C1C(=O)OC(C)C (stereo not drawn),15,-2,15,-0.4,-1,20,.,6,-1,2
COCCCN1C(=O)c2ccc(C(=O)OCC(=O)N(CCC#N)c3cc(C)cc(C)c3)cc2C1=O,.,3,-3,1.0,.,-4,17,-4,.,-2
C=CCOc1ccc(C(=O)n2cc(C(=O)OC)c3ccccc32)cc1,-32,-9,-2,-0.5,2,17,9,-5,-1,-7
O=C(Nc1cccc(NC(=O)c2ccco2)c1)c1ccccc1,-32,4,4,2.4,5,-34,11,-6,9,-2
O=C(O)CCc1c(C(=O)O)[nH]c2ccccc12,-11,8,-14,0.2,-4,-22,18,-4,1,-1
CN(C)CCCN1C(=O)c2oc3ccc(Cl)cc3c(=O)c2C1c1cccnc1 (stereo not drawn),1,2,-13,-0.1,-4,-15,40,-4,3,2
CCOC(=O)c1c(C)[nH]c(C(=O)OCC(=O)c2ccc3c(c2)NC(=O)CO3)c1C,.,-3,-3,-0.2,.,11,2,3,.,1
CC(C)c1ccccc1NC(=O)COC(=O)C1(C)CC1(Cl)Cl (stereo not drawn),0,0,-6,-0.4,2,12,14,-3,1,4
CCC(=O)Nc1sc2c(c1C#N)CCC2,-23,1,-2,-0.1,6,-11,15,-1,-1,6
Cc1c(/C=N\NC(=O)c2cc3ccccc3o2)c2ccccc2n1C,30,2,.,1.2,44*,11,39,.,3,?
O=C(NCc1ccco1)c1ccc2nc3sc4c(c3c(=O)n2c1)CCCC4,5,-21,49,1.3,-6,-44,30,34,-4,-27
CCCCn1c(SCC(=O)NC2CCCC2)nnc1-c1ccco1,-18,8,2,0.2,3,-3,17,1,3,-1
Cc1nc2c(c(=O)n1CCC(C)C)c1nc3ccccc3nc1n2Cc1ccc2c(c1)OCO2,.,-5,5,-0.2,.,39,9,0,.,1
Nc1cc(=O)[nH]c(N2CCN(c3ccccc3)CC2)n1,-4,2,-11,-0.2,-3,-1,11,0,2,-7
N#CC(c1ccc(Cl)nn1)c1ccc(Cl)cc1Cl (stereo not drawn),-11,-2,-5,-0.7,1,-12,28,-8,2,-1
CC(=O)Cn1c(CN2CCCCC2)nc2ccccc2c1=O,-3,3,-19,-0.5,-4,9,13,-2,-1,-6
Nn1c(SCc2ccc(Br)cc2)nnc1-c1ccccn1,-25,4,15,2.0,-2,-8,-54,9,-2,5
COc1cccc(NC(=O)c2cccc(S(=O)(=O)N3CCN(Cc4ccccc4)CC3)c2)c1,.,-7,19,0.1,.,-4,15,3,.,-1
Cc1c(Cl)cccc1NC(=O)Cn1cnc(S(=O)(=O)N2CCCC2)c1,-11,-14,-6,-0.3,-1,4,23,-4,3,-5
CC(C)N(CCn1c(SCC(=O)N2CC(=O)Nc3ccccc32)nc2ccccc2c1=O)C(C)C,-4,-1,-6,0.2,-1,-1,4,4,-4,0
CC1C(=O)N2CCCc3cc(NC(=O)C(=O)NCc4ccccn4)cc1c32 (stereo not drawn),.,2,5,-2.6,.,17,17,0,.,6

# (list continues)
compound,KLF5 inhibitor,Platelet DG rel,HSF1 activator,HIF activator,IEC-6 tox,aSyn UTR inh,AI-2 QS mod,HSF1 inhib,HSP90 inh,HDAC3 inhib
CCOC(=O)CCn1cnc2ccc([N+](=O)[O-])cc2c1=O,1,13,5,-0.2,1,12,26,-6,4,-1
CCCCNS(=O)(=O)c1ccc2nc(SCC(=O)N3CC(C)OC(C)C3)[nH]c2c1 (stereo not drawn),-4,22,-13,0.0,3,6,7,-5,0,6
O=c1ncn(-c2ccccc2C(F)(F)F)c2ncccc12,-27,3,-5,0.3,5,-19,-2,-6,0,-4
CCOc1ccccc1NC(=O)CN1C(=O)COc2ccccc21,-34,-2,7,-0.8,-2,8,16,-2,-2,-5
CCOC(=O)NC(=O)c1cn(Nc2ncc(C(F)(F)F)cc2Cl)c(=O)[nH]c1=O,-12,1,23,-0.4,3,22,28,-1,4,-2
Cc1noc(C)c1S(=O)(=O)N1CCCC(C(=O)NCCC2=CCCCC2)C1 (stereo not drawn),10,4,4,-0.7,-1,21,6,-5,-3,-10
Cc1ccc(-c2nc3cc(NS(=O)(=O)c4ccc(C)cc4)ccc3o2)cc1,-24,-8,-4,0.4,1,-27,30,2,2,-1
CC(C)(C)OC(=O)N1C[C@H](O)C[C@H]1C(=O)OCC(=O)c1ccc([N+](=O)[O-])cc1,-41,11,23,-0.2,-1,-1,4,-4,-2,-2
COc1ccc(C(=O)NCC(=O)Nc2cccc(S(=O)(=O)NCc3ccco3)c2)cc1OC,6,-5,6,0.3,0,24,8,-5,9,3
COc1cccc(C(c2nnnn2C(C)(C)C)N2CCN(C3CCCCC3)CC2)c1OC (stereo not drawn),-32,3,3,-0.3,8,-10,23,-9,4,.
Cc1ccc(C(=O)N/C(=C\c2cn(C)c3ccccc23)C(=O)N2CCN(C)CC2)cc1,1,3,7,0.3,-6,1,5,-1,0,7
CC(C)N(CCNC(=O)c1cn(C)c2ccc(S(=O)(=O)N(C)C)cc2c1=O)Cc1ccccc1,-23,-4,-10,0.0,-3,27,-22,-2,-3,4
COc1cccc(/C=C2\SC(=S)N(CC3CCCO3)C2=O)c1 (stereo not drawn),-7,-1,27,1.1,3,-21,15,14,-2,0
Cc1ccc(N(CC(=O)Nc2cc(C)cc(C)c2)S(=O)(=O)c2cccc3nonc23)cc1,-50,12,-20,-0.3,1,-3,16,-1,6,-1

# Screens as filed in PubChem BioAssay.
